PG9 Ab binder = binds the HIV-1 gp120 antibody PG9; TR-FRET gp120-PG9 antibody binding; inhibition, % at 6.7 µM; 360,000 compounds, 0.43% hits; AID 624416; in the data active = inhibition above about 8.5%
Rev-erbA mod = Rev-erb alpha (human) modulation; activity, % at 10 µM; 370,000 compounds, 0.79% hits; Rev-erbα–FITC-DNA binding, fluorescence polarization, 90 min;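 active = activity above about 14%, limit read from the data; passing the limit was not always enough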;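 also: 0% = DMSO wells with 35 nM protein and 100% = DMSO wells with 750 nM protein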
Target sequence (P20393 whole entry, looked up): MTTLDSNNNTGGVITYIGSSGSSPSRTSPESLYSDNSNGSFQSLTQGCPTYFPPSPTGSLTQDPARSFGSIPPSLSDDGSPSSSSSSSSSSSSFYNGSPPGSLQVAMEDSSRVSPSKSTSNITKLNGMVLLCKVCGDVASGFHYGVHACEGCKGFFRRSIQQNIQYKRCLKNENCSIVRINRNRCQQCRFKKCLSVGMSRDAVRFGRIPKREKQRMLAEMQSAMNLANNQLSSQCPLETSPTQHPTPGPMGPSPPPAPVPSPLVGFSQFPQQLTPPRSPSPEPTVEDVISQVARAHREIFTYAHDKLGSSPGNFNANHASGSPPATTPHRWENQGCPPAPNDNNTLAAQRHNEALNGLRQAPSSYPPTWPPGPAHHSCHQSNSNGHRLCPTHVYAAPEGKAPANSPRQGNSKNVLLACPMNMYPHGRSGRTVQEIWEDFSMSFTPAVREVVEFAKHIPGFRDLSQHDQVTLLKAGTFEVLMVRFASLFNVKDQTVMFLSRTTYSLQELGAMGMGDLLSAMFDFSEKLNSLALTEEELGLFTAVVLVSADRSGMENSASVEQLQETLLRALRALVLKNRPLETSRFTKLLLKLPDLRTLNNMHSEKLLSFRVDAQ
PRMT1 inh = blocks human protein arginine methyltransferase 1; AID 652257; Q99873; inhibition, % at 2.79 µM; 370,000 compounds, 1.3% hits; recombinant PRMT1, activity-based probe fluorescence polarization;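 active = inhibition above about 21% made by adding two undisclosed values, limit read from the data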
Target sequence (Q99873 whole entry, looked up): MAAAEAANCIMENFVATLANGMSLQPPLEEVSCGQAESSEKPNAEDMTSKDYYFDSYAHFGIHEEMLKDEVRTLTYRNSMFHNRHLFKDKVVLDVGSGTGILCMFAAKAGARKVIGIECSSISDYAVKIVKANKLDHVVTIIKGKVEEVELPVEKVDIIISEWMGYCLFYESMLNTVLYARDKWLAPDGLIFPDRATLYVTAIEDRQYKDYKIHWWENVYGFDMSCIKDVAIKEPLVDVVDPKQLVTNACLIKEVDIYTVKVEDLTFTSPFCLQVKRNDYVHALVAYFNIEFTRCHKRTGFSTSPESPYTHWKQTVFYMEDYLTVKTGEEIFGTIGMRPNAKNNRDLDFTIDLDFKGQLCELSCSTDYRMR
ABHD4 inh = inhibits mouse alpha/beta hydrolase domain 4; 370,000 compounds, 0.54% hits; Q8VD66; purified mABHD4, FP-Rh probe fluorescence polarization; AID 720543; inhibition, % at 8.92 µM;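 active = inhibition exceeding the mean over every tested compound plus 3 SD, cut at about 30% in these data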;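 also: 0% = plate median of compound wells and 100% = S159A mutant with DMSO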
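assay system = mABHD4 protein | compound dosing = single nominal dose of 8.92 µM, 0.89% DMSO final | read-out basis = percent inhibition of probe binding, normalized to plate controls | schedule = Enzyme–compound pre-incubation 45 min, then probe 60 min, both 25 °C | detection = fluorescence polarization, excitation 525 nm, emission 598 nm, BODIPY TMR filters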
LEDGF integ inh = blocks HIV-1 LEDGF/p75-dependent DNA integration; TR-FRET IN-LEDGF/p75 DNA integration, Eu/Cy5; inhibition, % at 3.7 µM; 370,000 compounds, 0.64% hits; AID 743269;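 active = inhibition above the screen-wide mean plus 3 SD, cut at about 13% in these data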;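 also: signal is the Cy5 over europium emission ratio at 671 and 618 nm; 0% = plate median of compound wells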
MBD2 DNA inh = blocks human MBD2 binding to methylated DNA. TR-FRET, MBD2 binding to methylated oligonucleotide. inhibition, % at 4.4 µM. 370,000 compounds, 0.31% hits; in the data active = inhibition above about 13%
UHRF1 binding = UHRF1 methyl-DNA binding inhibition. Q96T88. UHRF1 binding to methylated oligo, TR-FRET. inhibition, % at 4.4 µM. 370,000 compounds, 0.75% hits. AID 687016; in the data active = inhibition above about 21%;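 also: UHRF1 SRA domain binding a hemimethylated CpG hairpin DNA probe; 0% = median of test compound wells and 100% = reference inhibitor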
TCR-CD3 inh = blocks the human TCR-CD3 interaction | TAMRA-labeled TCR probe fluorescence, biochemical | inhibition, % at 9.4 µM | 360,000 compounds, 0.37% hits; in the data active = inhibition above about 19%;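 also: recombinant mutant TCR 2C K166C tagged with TAMRA read by polarization; 0% = receptor in buffer alone and 100% = receptor with positive control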
HTRA1 inh = inhibitors of human serine peptidase HTRA1 | Q92743 | recombinant HTRA1, FP-rhodamine activity-based probe, fluorescence polarization | inhibition, % at 5.96 µM | 340,000 compounds, 0.5% hits | AID 504803; in the data active = inhibition above about 36%;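 also: 0% = enzyme with DMSO and 100% = wells lacking enzyme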
rCAG RNA binder = r(CAG) repeat RNA binding; AID 651821; 370,000 compounds, 1.3% hits; inhibition, % at 3 µM; TO-PRO-1 dye displacement fluorescence;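 active = inhibition above the plate cutoff, the mean of all test compounds on that plate plus 3 SD, cut at about 35% in these data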;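 also: 0% = DMSO alone and 100% = 100 µM mitoxantrone as full dye displacement; higher means more dye released from RNA so lower well fluorescence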
An asterisk follows results filed as active; nt = not tested or not shown.

SMILES | PG9 Ab binder | Rev-erbA mod | PRMT1 inh | ABHD4 inh | LEDGF integ inh | MBD2 DNA inh | UHRF1 binding | TCR-CD3 inh | HTRA1 inh | rCAG RNA binder
CC(=O)c1ccc(OCC(=O)N(C2CCCCC2)C2CCS(=O)(=O)C2)cc1 (configuration not stated) | 0.8 | 0 | 4 | 4 | -3 | 0 | 0 | 1 | 2 | -5
Cc1cc(C)nc(-n2nc(C)cc2NC(=O)CNC(C)c2ccccc2)n1 (configuration not stated) | -1.8 | 1 | -3 | 2 | 0 | 1 | -3 | 7 | -3 | -4
CC1(c2ccc3ccccc3c2)NC(=O)N(CC(=O)NCc2cccs2)C1=O (configuration not stated) | -5.6 | 2 | -1 | -5 | 3 | -2 | -5 | 4 | -1 | 1
OCCCCc1nccc2c1[nH]c1ccccc12 | -0.9 | -2 | -1 | 6 | 3 | 3 | -1 | -4 | 0 | -1
COc1cccc(C(=O)Nc2ccc(Cl)c(C(F)(F)F)c2)c1 | -2.2 | -4 | -4 | -61 | 1 | -6 | -3 | 11 | -70 | 8
CC(C)c1ccc(NC(=O)[C@H]2CSCN2C(=O)[C@@H]2CCC(=O)N2)cc1 | 0.1 | 0 | 3 | 7 | -5 | 2 | 0 | -5 | 3 | -2
O=C(CN1CCc2onc(-c3ccc(-n4cc(COc5ccc([N+](=O)[O-])cc5)nn4)cc3)c2C1=O)N1CCOCC1 | nt | -4 | 0 | 4 | -1 | 0 | -4 | nt | nt | 13
CC1=NN(c2ccccc2)C(=O)C1N=Nc1cccc(O)c1 (configuration not stated) | -2.2 | -4 | 0 | -7 | 0 | -4 | -2 | 7 | -14 | 13
CCOC(CNC(=O)c1ccc2c(c1)ncn2-c1cccc(F)c1)OCC | -2.2 | -1 | 0 | -2 | 0 | 6 | 17 | 9 | 2 | -5
COc1ccc(NC(=O)COC(=O)c2cc(Cl)ccc2O)cc1S(=O)(=O)N1CCCCC1 | -2.5 | 7 | -1 | -1 | -3 | 0 | -2 | 1 | -1 | 6
CCC(c1nnnn1-c1ccc2c(c1)OCCO2)N1CCN(C(=O)c2ccco2)CC1 (configuration not stated) | -1.9 | -4 | -5 | 4 | 2 | 1 | 0 | -2 | nt | 1
O=C(CCC(=O)c1cccs1)Nc1ccccc1F | -1.2 | -4 | -1 | 3 | 3 | 3 | 4 | -4 | 5 | -5

Next section, starting with the last 4 of the part before.
SMILES | PG9 Ab binder | Rev-erbA mod | PRMT1 inh | ABHD4 inh | LEDGF integ inh | MBD2 DNA inh | UHRF1 binding | TCR-CD3 inh | HTRA1 inh | rCAG RNA binder
CCOC(CNC(=O)c1ccc2c(c1)ncn2-c1cccc(F)c1)OCC | -2.2 | -1 | 0 | -2 | 0 | 6 | 17 | 9 | 2 | -5
COc1ccc(NC(=O)COC(=O)c2cc(Cl)ccc2O)cc1S(=O)(=O)N1CCCCC1 | -2.5 | 7 | -1 | -1 | -3 | 0 | -2 | 1 | -1 | 6
CCC(c1nnnn1-c1ccc2c(c1)OCCO2)N1CCN(C(=O)c2ccco2)CC1 (configuration not stated) | -1.9 | -4 | -5 | 4 | 2 | 1 | 0 | -2 | nt | 1
O=C(CCC(=O)c1cccs1)Nc1ccccc1F | -1.2 | -4 | -1 | 3 | 3 | 3 | 4 | -4 | 5 | -5
Cc1ccc(OCC(=O)Nc2ccncc2)c(C)c1 | -0.3 | 7 | -2 | -18 | 6 | 10 | 2 | -6 | 1 | 1
CCOc1ccc(C(=O)COC(=O)C2CCN(c3ccc(C(F)(F)F)cn3)CC2)cc1 | 1.2 | -3 | 3 | 0 | -1 | 0 | -1 | -2 | -6 | 0
Cc1ccccc1N(CC(=O)NCCc1ccccc1)C(=O)CCC(=O)Nc1ccccn1 | 1.1 | -1 | 0 | 1 | -1 | 2 | 4 | -4 | -2 | -5
CNC(=O)c1cc2c(=O)n3cccc(C)c3nc2n(C(C)C)c1=N | 1.9 | -5 | -2 | 4 | 0 | -6 | -6 | -2 | 0 | 0
Cc1ccc(NS(=O)(=O)c2cccs2)cc1S(=O)(=O)N1CCCCCC1 | -1.9 | 1 | 0 | -4 | -1 | -1 | -2 | -1 | -3 | 24
COc1ccc(NS(=O)(=O)CC23CCC(CC2=O)C3(C)C)cc1 (configuration not stated) | 0.8 | -5 | -2 | -1 | -4 | 0 | 4 | 5 | -6 | -4
O/N=C/c1ccccc1OCc1ccccc1Cl | 0.9 | 3 | 2 | -15 | 1 | -4 | 2 | -4 | -22 | 0
CCCCCC(=O)NC(=S)Nc1ccc(Cl)cn1 | -1.9 | -5 | -4 | -14 | -1 | 2 | 7 | -9 | -15 | -1
CC1(C(=O)Nc2ccc3c(c2)OCCO3)CCN1Cc1ccc2ccccc2c1 (configuration not stated) | -0.6 | -4 | -3 | -7 | -3 | 4 | -1 | 2 | nt | -1
CC1(C)CC(NC(=O)c2ccccc2)CC(C)(C)N1 | -0.5 | 0 | -10 | -1 | 3 | -1 | -2 | 1 | 5 | -2
COC(=O)c1cc(-c2ccc(Cl)cc2Cl)n[nH]1 | 0.5 | 3 | -5 | -2 | 1 | -3 | -2 | 1 | -4 | -1
COC(=O)[C@]12C[C@H](CC(=O)NCCCCc3ccccc3)C(=O)N(Cc3ccccc3)C1=C[C@H](C(C)(C)C)O[C@@H]2C | -1.9 | -1 | -2 | -4 | -1 | 2 | -1 | 6 | nt | 2
CCCOc1ccc(CC(CC(=O)O)(C(=O)O)C(=O)O)cc1 | 1.5 | 4 | 2 | 6 | -2 | 3 | -1 | 0 | 16 | 1
CC(=O)c1cccc(Nc2nc(-c3cccc([N+](=O)[O-])c3)cs2)c1 | 2.3 | -1 | -1 | 4 | 0 | -2 | 2 | 4 | -8 | 12
O/N=C(\C[n+]1ccccc1)c1ccc(Br)cc1 | -0.4 | 4 | -4 | -4 | 3 | -2 | 0 | -6 | 3 | -4
COC(=O)C1(c2ccccc2)NC(c2cccs2)C2C(=O)N(C)C(=O)C21 (configuration not stated) | 0.8 | 0 | 4 | -10 | 7 | -2 | 2 | -1 | 2 | 5
COc1cc2c(cc1NC(=O)CCCN1C(=O)CCC1=O)oc1ccccc12 | 0.6 | -6 | 2 | -2 | -1 | 1 | 1 | 2 | -4 | 4
CC(NC(=O)CN1CCCC1)C12CC3CC(CC(C3)C1)C2 (configuration not stated) | 2.8 | -1 | -2 | 0 | 2 | 4 | -4 | -2 | 2 | -1
O=C(NCc1cccs1)C1CCCN1C(=O)Nc1cccc(Cl)c1 (configuration not stated) | -2.6 | 5 | 1 | 1 | -1 | 2 | 0 | 6 | -10 | -4
NC(=NCc1ccco1)NC(=O)c1ccc(Cl)cc1 | 0.6 | 0 | 1 | -8 | 2 | -1 | -2 | -1 | -8 | 2
N=C1SC(c2ccccc2)C(=O)N1c1ncc(Cc2ccccc2)s1 (configuration not stated) | 0.5 | 0 | -4 | -3 | 1 | 5 | -2 | 1 | -6 | 45*
Cc1cccc(NC(=O)CCc2nnc3ccc(NCc4ccco4)nn23)n1 | 0.2 | -5 | 5 | 11 | 2 | -1 | 6 | 6 | 1 | 6
O=C(CCc1nc(-c2ccccc2F)no1)NCCc1ccccc1F | nt | 4 | 0 | 3 | -1 | -1 | 8 | nt | nt | 1
COc1cc(OC)cc(C(=O)NCC(=O)OCC(=O)c2cc(C)n(Cc3ccco3)c2C)c1 | -2.2 | -4 | 4 | -8 | 4 | 2 | -2 | -2 | -26 | 1
COc1ccc(NC(=O)c2cc(-c3ccccc3)nc3c2cnn3C(C)C)c(OC)c1 | -2.2 | 4 | 0 | -3 | -4 | 0 | -1 | 6 | 1 | 7
Cc1nc(SCC(=O)Nc2cccc(Cl)c2)n[nH]1 | -2.1 | -1 | 5 | 5 | 1 | 0 | 1 | -2 | -3 | 1
Cn1c(N2CCN(S(=O)(=O)c3ccc(F)cc3)CC2)nc2ccccc21 | 0.2 | -3 | -2 | -5 | 5 | 0 | 1 | -6 | -5 | -2
CCOc1ccc(CCNC(=O)C2CC(=O)N(C3CCCC3)C2)cc1OCC (configuration not stated) | -2.8 | 3 | 0 | -1 | 0 | -4 | -2 | 6 | 2 | -5
CCc1cc(CNC(=O)C2CCC(=O)N(Cc3ccc(Cl)cc3)C2)on1 (configuration not stated) | 0.8 | -2 | -2 | 0 | 0 | -6 | -1 | 9 | 3 | -1
CC(C)(C)c1ccc(S(=O)(=O)NCC2CCCO2)cc1 (configuration not stated) | 2.5 | -3 | 7 | -9 | -7 | 7 | 3 | 1 | 8 | 1
O=C(NN1C(=O)c2ccccc2NC1c1cccnc1)c1ccc([N+](=O)[O-])cc1 (configuration not stated) | 0.2 | 0 | -2 | -2 | -2 | 0 | -1 | 3 | -7 | 2
O=C(NN1CCOCC1)c1ccccc1Br | -1.8 | -1 | 2 | 9 | -10 | 1 | 1 | -2 | -6 | -3
CCOC(=O)N1CCC(N(C(=O)Nc2ccccc2)C(C)CC)CC1 (configuration not stated) | 0.9 | -2 | -1 | -3 | 0 | 0 | -1 | 10 | 1 | 0
CCn1nc(C(=O)Nc2ccc(S(=O)(=O)Nc3nccs3)cc2)c2ccccc2c1=O | -1.4 | -2 | -1 | -4 | 1 | 5 | -4 | 1 | -4 | 42*
COc1ccccc1-c1nc2ccc(Cl)cc2c(=O)n1O | 3.2 | 4 | 0 | 5 | 1 | -7 | -4 | -3 | 4 | -2
CC(=O)N1c2ccc(S(=O)(=O)NCC3CCC(C(=O)N4CCCC(C)C4)CC3)cc2CC1C (configuration not stated) | -1.2 | -2 | 0 | 5 | -4 | 5 | 3 | 3 | -1 | -7

An excerpt from above, reduced to HTRA1 inh, PRMT1 inh and TCR-CD3 inh.
| compound | HTRA1 inh | PRMT1 inh | TCR-CD3 inh |
| --- | --- | --- | --- |
| CCOc1ccc(CCNC(=O)C2CC(=O)N(C3CCCC3)C2)cc1OCC (configuration not stated) | 2 | 0 | 6 |
| O=C(NN1C(=O)c2ccccc2NC1c1cccnc1)c1ccc([N+](=O)[O-])cc1 (configuration not stated) | -7 | -2 | 3 |

Screens (PubChem)

The list is partial, so the mix of outcomes need not match the whole.
